RGS12 GoLoco inh: RGS12 GoLoco-Gai1 interaction inhibition | P63096 | Gai1:RGS12 GoLoco peptide FP, rhodamine, 10 min | 230,000 tested, 0.44% active | AID 880 | Potency, µM (doses to about 61.6 µM), without a hit: at the top dose activity, negative = inhibition, actives largely listed as inhibitors; active = well fitted inhibition curve with a large enough effect, not every such curve was filed as active; inactive = no such curve, though single readings can be large or run the other way; note: % is set by controls: 0 for no effect and ±100 for the full control effect; nearly all actives have a fitted effect of over 30% in size; many of its hits are not listed in these tables
Target sequence (P63096 whole entry, looked up): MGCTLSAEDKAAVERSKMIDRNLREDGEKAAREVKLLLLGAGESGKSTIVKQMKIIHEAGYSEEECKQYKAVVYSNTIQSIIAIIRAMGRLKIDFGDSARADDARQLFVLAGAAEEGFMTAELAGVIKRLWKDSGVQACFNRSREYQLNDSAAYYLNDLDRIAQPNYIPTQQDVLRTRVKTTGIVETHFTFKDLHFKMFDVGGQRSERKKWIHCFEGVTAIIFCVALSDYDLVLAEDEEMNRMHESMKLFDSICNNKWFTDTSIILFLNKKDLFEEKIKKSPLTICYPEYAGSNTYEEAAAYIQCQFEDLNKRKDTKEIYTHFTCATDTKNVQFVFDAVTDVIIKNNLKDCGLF
GAA glycogen: alters human alpha-glucosidase cleavage of glycogen. 300,000 tested, 0.38% active. P10253. recombinant GAA, glycogen substrate, Amplex Red glucose oxidase fluorescence. Potency, µM (highest dose often 76.4 µM), without a hit: at the top dose activity change, negative = inhibition, hits mostly inhibitors. AID 2100;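 note: 0% = full enzyme reaction and -100% = no-enzyme basal signal; the screen sought inhibitors and activators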
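Recombinant human alpha-glucosidase (4 nM final) hydrolysed bovine liver glycogen (30 ug) for 40 min at 37 C in pH 5.0 citrate/phosphate with 0.01% Tween-20. Released glucose detected by glucose oxidase/Amplex Red, Ex 573/Em 610 nm. Compounds up to 77 uM; AC50 from Hill fits.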
SMN2 splice enh: SMN2 splice variant enhancement; HEK293 SMN2-luciferase splicing reporter, luminescence, 30-36 h; Potency, µM (top dose mostly 46.1 µM), for inactives: at the highest dose activity change, positive = activation, most hits filed as activators; 210,000 tested, 2.8% active; AID 1458; note: % of control where 0% means no effect; nearly all actives have a fitted effect of over 55% in size
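HEK293 cells carry an SMN2 minigene-luciferase reporter in which exon 7 inclusion puts luciferase in frame. Cells were seeded at 2000 cells/well, attached for 10-12 hours, then exposed to compounds for 30-36 hours at 37C before ONE-Glo luminescence.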
aGal spleen mod: inhibits or activates alpha-galactosidase in human spleen homogenate; P06280; Potency, µM (series often up to 80 µM), for inactives: top-dose activity change, negative = inhibition, most hits filed as inhibitors; human spleen homogenate, 4MU-alpha-Gal fluorescence, 40 min; 240,000 tested, 0.008% active;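 note: 0% = enzyme with vehicle and -100% = no enzyme basal signal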
Target sequence (P06280 32-429 limits assumed): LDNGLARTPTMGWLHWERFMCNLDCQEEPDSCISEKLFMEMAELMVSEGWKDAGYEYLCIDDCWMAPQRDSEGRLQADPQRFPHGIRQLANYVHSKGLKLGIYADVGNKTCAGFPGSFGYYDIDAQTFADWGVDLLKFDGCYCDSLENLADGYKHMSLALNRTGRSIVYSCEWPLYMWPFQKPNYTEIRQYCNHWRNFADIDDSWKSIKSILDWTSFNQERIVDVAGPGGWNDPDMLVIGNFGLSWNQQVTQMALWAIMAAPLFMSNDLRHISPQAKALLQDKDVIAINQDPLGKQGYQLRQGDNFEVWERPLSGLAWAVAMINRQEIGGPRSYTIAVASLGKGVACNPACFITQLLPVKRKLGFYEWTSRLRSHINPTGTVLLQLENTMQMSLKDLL
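Inhibition or activation of alpha-galactosidase in human spleen homogenate is scored by 4-MU fluorescence after 40 min at 37C, pH 5.0, with 1 mM substrate. AC50s come from concentration-response fitted to the Hill equation.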
ALDH1A1 inh: blocks purified human ALDH1A1 activity; P00352; AID 1030; Potency, µM (top dose mostly 75.3 µM), for the others: at the highest dose activity, negative = inhibition, usual class: inhibitors; 220,000 tested, 7.3% active; Purified ALDH1A1, NADH fluorescence, propionaldehyde substrate; active = well fitted inhibition curve with a large enough effect, not every such curve was filed as active; inconclusive = small, poorly fitted or top-dose-only effect, or another doubt; inactive = no such curve, though single readings can be large or run the other way;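 note: plate controls were no enzyme wells and a reference inhibitor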
GAA spleen mod: inhibits or activates alpha-glucosidase in human spleen homogenate | P10253 | human spleen homogenate, 4-MU-alpha-glucoside fluorescence | Potency, µM (top dose mostly 79.9 µM), for inactives: top-dose activity change, negative = inhibition, most hits filed as inhibitors | 240,000 tested, 0.006% active | AID 2112;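 note: 0% = enzyme with vehicle and -100% = no enzyme basal signal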
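Human spleen homogenate (1 ug) with 4-methylumbelliferyl-alpha-D-glucopyranoside (1 mM final) in 50 mM citrate/phosphate pH 5.0, 0.01% Tween-20; 40 min at 37 C. Stopped at pH 10; 4-MU fluorescence Ex 365/Em 440 nm; AC50 by Hill fit.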
GAA inh: blocks human lysosomal alpha-glucosidase; P10253; purified human GAA, 4-MU-alpha-glucoside fluorescence; Potency, µM (highest dose often 76.9 µM), for the others: at the top dose activity change, negative = inhibition, actives largely listed as inhibitors; 200,000 tested, 0.005% active; AID 1466;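 note: plate controls were uninhibited enzyme wells for no effect and no-enzyme background for full effect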
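Activity normalized between no-enzyme (basal) and enzyme-only wells. Conditions: 4 nM human enzyme, 400 uM fluorogenic substrate, citrate/phosphate pH 5.0 with Tween-20, 20 min room temperature, compounds up to 77 uM.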
JMJD2E inh: inhibitors of human JMJD2E histone demethylase. AID 2147. JMJD2E catalytic domain, FDH-coupled NADH fluorescence (FDH is formaldehyde dehydrogenase). Potency, µM (series often up to 57.1 µM), without a hit: top-dose activity change, negative = inhibition, hits mostly inhibitors. B2RXH2. 230,000 tested, 1.6% active; active = well fitted inhibition curve with a large enough effect, not every such curve was filed as active; inconclusive = small, poorly fitted or top-dose-only effect, or another doubt; inactive = no such curve, though single readings can be large or run the other way;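 note: 0% = wells with enzyme and -100% = buffer wells without enzyme; nearly all actives have a fitted effect of over 50% in size; many of its hits are not listed in these tables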
Target sequence (B2RXH2 1-337 limits assumed): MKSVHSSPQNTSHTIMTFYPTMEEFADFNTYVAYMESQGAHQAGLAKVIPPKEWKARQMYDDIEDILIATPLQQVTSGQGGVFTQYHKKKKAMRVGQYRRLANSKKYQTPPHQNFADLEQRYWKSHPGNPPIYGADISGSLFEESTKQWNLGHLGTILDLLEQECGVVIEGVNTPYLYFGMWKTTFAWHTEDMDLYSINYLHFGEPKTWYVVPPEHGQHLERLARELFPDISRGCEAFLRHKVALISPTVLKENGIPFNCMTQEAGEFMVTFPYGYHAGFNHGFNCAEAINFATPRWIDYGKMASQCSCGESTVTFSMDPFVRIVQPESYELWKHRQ
An asterisk follows results filed as active; ? = inconclusive; . = not tested or not shown; & = joins results of further samples; [ ] = dose if it differs, or a comment. Unless noted, calls come from the whole dose curve; as a rule, active = well fitted curve in the direction sought with a large enough effect; inconclusive = small, poorly fitted or top-dose-only effect, or another doubt; inactive = no such curve, though single readings can be large; an effect the other way counts as inactive or inconclusive. Potency is the fitted concentration of half-maximal effect.

molecule	RGS12 GoLoco inh	GAA glycogen	SMN2 splice enh	aGal spleen mod	ALDH1A1 inh	GAA spleen mod	GAA inh	JMJD2E inh
Cc1cc(C)n2nc(-c3ccsc3-n3c(C)ccc3C)cc2n1	155%[activator]	13%	6%	-1%	-9%	-4%	5%	-20%
CSc1nc2ccccc2c(=O)n1Cc1ccc(F)cc1	7%	-2%	-22%	10%	9%	6%	6%	-4%
CC(C)CCNC(=S)Nc1ccc(Br)cc1	-1%	-12%	22%	3%	-4%	-1%	-3%	8%
Cc1cc(C(=O)N/N=C/C=C/c2ccc([N+](=O)[O-])cc2)n[nH]1	8%	27%	10%	-4%	0%	-3%	-7%	-7%
COc1ccc(C2C(C(=O)O)c3ccccc3C(=O)N2C)cc1Br (stereo unspecified)	4%	3%	?	-2%	?	-6%	0%	-3%
Cc1ccc(S(=O)(=O)N2CCOCC2)cc1NC(=O)COC(=O)Cc1ccsc1	.	-2%	.	4%	1%	2%	0%	1%
CCCNC(=S)N1CCN(c2nc(C)nc3sc4c(c23)CCCC4)CC1	0%	-8%	.	0%	?	2%	-4%	4%
CC1(C)CC(=O)c2cc(C(=O)NC3CCSC3=O)c(=O)n(-c3ccccc3)c2C1 (stereo unspecified)	.	10%	.	?	-10%	-8%	-9%	-22%
Cc1ccc(CN2CCN(Cc3ccc4c(c3)OCCO4)CC2CCO)cc1 (stereo unspecified)	46%[activator]	5%	.	2%	15%	1%	-1%	-3%
COc1ccc(-n2c(N)c(C(=O)NCC3CCCO3)sc2=S)cc1 (stereo unspecified)	3%	-1%	23%	2%	?	-19%	-4%	3%
CC(C)(C)c1ccc(OCC(=O)Nc2ccc(-c3nc4cccnc4o3)cc2)cc1	4%	-1%	20%	-3%	?	0%	5%	?
C/C(Cl)=C\Cn1c(NCCc2ccccc2)nc2c1c(=O)n(C)c(=O)n2C	-1%	-10%	-64%[inhibitor]	-12%	?	-3%	1%	-25%
O=C(NC(=S)Nc1ccc(CN2CCOCC2)cc1)c1cc2ccccc2o1	6%	-8%	7%	0%	3%	3%	4%	2%
c1ccc2sc(Nc3nc4cc5c(cc4s3)OCO5)nc2c1	-6%	-9%	3.2µM*	-1%	?	1%	11%	-1%
CCOC(=O)C1=C(O)c2ccccc2C(=O)/C1=C\c1ccc(C)cc1	83%[activator]	-13%	-34%[inhibitor]	-7%	7.9µM*	1%	1%	?
CC(/C=C/C1(O)C(C)CC(=O)CC1(C)C)OC1OC(CO)C(O)C(O)C1O (stereo unspecified)	-2%	?	.	7%	7%	3%	.	-16%
CN(C)CCCNc1ccc(-c2nn(C)c(=O)c3ccccc23)cc1[N+](=O)[O-]	12%	10%	22%	-3%	5%	2%	3%	1%
CCOc1ccccc1/C=N/NC(=O)c1ccc(Cn2cc([N+](=O)[O-])cn2)o1	11%	-10%	6%	2%	-9%	-19%	-7%	-1%
O=C(Nc1cc(C(F)(F)F)ccc1N1CCOCC1)c1ccccc1	-5%	0%	6%	4%	4%	1%	-5%	-3%
CN1C(=O)C(O)(CC(=O)/C=C/c2ccco2)c2cc(Br)ccc21 (stereo unspecified)	22%	7%	-8%	5%	24µM*	0%	9%	?

Going on with the list:
molecule	RGS12 GoLoco inh	GAA glycogen	SMN2 splice enh	aGal spleen mod	ALDH1A1 inh	GAA spleen mod	GAA inh	JMJD2E inh
O=C(CSc1ncccn1)N/N=C/c1cccs1	6%	-9%	-13%	0%	11%	-15%	-2%	3%
O=C(NCCCN1CCOCC1)C(=O)N/N=C/c1cccc2ccccc12	1%	2%	.	-1%	.	-5%	.	-14%
CCOc1ccc(C2c3c(oc4cc(C)c(C)cc4c3=O)C(=O)N2CCCN(C)C)cc1OC (stereo unspecified)	9%	6%	8%	1%	?	-13%	-4%[15.4 µM]	?
Cc1ccc(NC(=S)Nc2cccnc2)c(S(=O)(=O)N2CCCCC2)c1	7%	-22%	-20%	-1%	?	-16%	-10%	?
Cc1cc(C)n(-c2ccc(C(=O)NCc3cccs3)cc2)n1	-1%	-3%	13%	5%	0%	7%	-10%	5%
CC1(C)CC(=O)C(N=Nc2cc(C(F)(F)F)ccc2Cl)=C(O)C1	3%	1%	0%	0%	1.4µM*	-20%	-3%	2%
COc1ccccc1N=CC1=C(O)CC(c2ccccc2)CC1=O (stereo unspecified)	39%[activator]	-9%	2%	7%	?	-4%	7%	?
COc1cc(C=Nc2c(C)cc(C)cc2C)ccc1OC(C)=O	12%	-1%	.	22%	?	8%	11%	-7%
COCCNCCCCOc1ccccc1-c1ccccc1	8%	5%	13%	-14%	1%	-14%	3%	?
CC1=CC(C)(C)N(C(=O)CSc2nnc(N)s2)c2cc(C)c(C)cc21	5%	-1%	-2%	0%	?	-12%	-5%	1%
COCCN(C(=O)CN1CCCc2ccccc21)c1c(N)n(Cc2ccccc2)c(=O)[nH]c1=O	75%[activator]	-14%	-6%	-3%	0%	-6%	-2%	-7%
CNC(=S)NNC(=O)c1cccc(N(C)C)c1	-2%	-26%	6%	-2%	4%	3%	-2%	11%
Cc1ccc(S(=O)(=O)c2nc(-c3ccccc3)oc2NCCN2CCOCC2)cc1	-8%	-12%	-3%	4%	?	0%	4%	-10%
CCNS(=O)(=O)c1cc(OC)ccc1OC	9%	-11%	26%	5%	5%	0%	?	-3%
O=C(c1ccc(S(=O)(=O)c2ccccc2)cc1)N1CCCCCC1	2%	4%	-23%	8%	-10%	1%	-10%	0%
COc1cccc(CC2(CO)CCCN(Cc3cnn(-c4ccccc4)c3)C2)c1 (stereo unspecified)	11%	0%	.	3%	0%	-9%	-7%	15%
Cc1cc(Cl)ccc1NNC(=O)c1snnc1C	-2%	?	.	7%	4%	7%	-1%	0%
CC(=O)Nc1cccc(CP(=O)(c2ccccc2)c2ccccc2)c1	4%	5%	.	6%	.	4%	.	16%
NS(=O)(=O)c1cccc(NC(=O)Nc2ccc(Cl)cc2)c1	8%	0%	.	3%	.	3%	.	2%
CC(=O)c1sc(Nc2ccccn2)nc1C	-4%	-9%	9%	4%	20µM*	1%	-5%	-10%

Next section:
molecule	RGS12 GoLoco inh	GAA glycogen	SMN2 splice enh	aGal spleen mod	ALDH1A1 inh	GAA spleen mod	GAA inh	JMJD2E inh
O=C1CC(c2ccc(O)c(O)c2)Oc2cc(O)cc(O)c21 (stereo unspecified)	-5%&-16%	?	-18%	11%&1%	?	3%&-4%	.	28µM*
Cc1cc(C)n(-c2ncc(-c3ccccc3)nn2)n1	18%	13%	-11%	3%	-8%	-1%	-8%	-26%
O=S(=O)(c1ccc2nc(Cc3ccccc3)[nH]c2c1)N1CCOCC1	-13%	1%	19%	-12%	8%	-11%	-5%	-1%
Fc1ccccc1COc1ccc(-c2nnn(Cc3ccccc3F)n2)cc1	7%	-11%	-11%	-4%	3%	-7%	0%	2%
CC(C)c1ccc(NC(=S)NNC(=O)c2cccs2)cc1	15%	?	?	-7%	20µM*	0%	5%	20%
O=C(C1CC(c2ccccc2O)=NO1)N1CCCC1 (stereo unspecified)	5%	-4%	22%	12%	3%	-3%	-8%	-5%
CCN(CC)S(=O)(=O)c1cc(NC(=O)COC(=O)c2ccc(NC(=O)CC#N)cc2)ccc1C	23%	-4%	?	-7%	5%	-11%	-5%	4µM*
CCS(=O)(=O)N1CCC(C(=O)NCc2ccc(F)cc2Cl)CC1	11%	-8%	-7%	5%	0%	4%	-13%	-11%
COC(=O)[C@@]1(Cc2ccc(OC)cc2)[C@H]2c3cc(C(=O)N4CCCC4)n(CCF)c3C[C@H]2CN1C(=O)c1ccccc1	4%	.	-7%	3%	5%	1%	.	2%
CC12C=CC3(O1)C(C(=O)N1CCCOC13)C2C(=O)O (stereo unspecified)	-5%	3%	-45%[inhibitor]	4%	4%	0%	14%	-4%
Cc1ccc(C(=O)NN(CCC(=O)NC(C)(C)C)C2=NS(=O)(=O)c3ccccc32)cc1	-5%	-3%	-23%	4%	6%	4%	7%	7%
O=C(CCS(=O)(=O)c1ccccc1)Nc1ccccc1F	-9%	-13%	15%	4%	2%	-4%	4%	-7%
COCC(=O)N1CCC2(CC1)CCN(c1ccc(-c3ccccc3)cc1)CC2	16%	.	-25%	-3%	?	2%	.	.
CC(=O)N=C1SC2CS(=O)(=O)CC2N1c1ccccc1Cl (stereo unspecified)	6%	0%	-12%	2%	8%	4%	0%	2%
O=C(NCCN1CCc2ccccc2C1)Nc1ccc(F)cc1	4%	5%	-4%	-2%	3%	-1%	4%	-3%
CCCS(=O)(=O)N1CCCC(c2nc(-c3ccc(OC)cc3)no2)C1 (stereo unspecified)	-81%	2%	-26%	-4%	-4%	-1%	-3%	5%
COc1ccccc1NC(=O)Cn1nnc(-c2ccccc2NS(=O)(=O)c2ccccc2)n1	2%	5%	-52%[inhibitor]	-20%	1%	-2%	-13%	-2%
CCc1nnc(NC(=O)C2Cc3ccccc3CN2S(=O)(=O)CC)s1 (stereo unspecified)	10%	-2%	5%	-8%	14%	.	3%	4%
O=C(O)c1cccc(-c2ccc(/C=c3/sc4nc5ccccc5n4c3=O)o2)c1	12%	4%	.	9%	?	1%	0%[15.4 µM]	-20%
Cc1ccc(-c2csc3ncnc(SCC(=O)O)c23)cc1	1%	0%	.	4%	.	4%	.	-2%
O=C(Cn1c(=O)oc2cc(S(=O)(=O)N3CCCC3)ccc21)NC1CCCc2ccccc21 (stereo unspecified)	10%	6%	9%	6%	9%	-5%	-3%	3%
CCCc1ccc(-c2cc(C(=O)N/N=C/c3ccc([N+](=O)[O-])o3)c3ccccc3n2)cc1	11%	-3%	4%	-2%	-7%	-7%	-6%	6%
NC1=NC(c2ccc(F)cc2)n2c(nc3ccccc32)N1 (stereo unspecified)	-3%	0%	-1%	0%	8%	1%	6%	4%

Part of the list above, with two lines to a compound.
Values run as follows: RGS12 GoLoco inh	GAA glycogen	SMN2 splice enh	aGal spleen mod	ALDH1A1 inh	GAA spleen mod	GAA inh	JMJD2E inh
O=C(CCS(=O)(=O)c1ccccc1)Nc1ccccc1F
→ -9%	-13%	15%	4%	2%	-4%	4%	-7%
O=C1CC(c2ccc(O)c(O)c2)Oc2cc(O)cc(O)c21 (stereo unspecified)
→ -5%&-16%	?	-18%	11%&1%	?	3%&-4%	.	28µM*

These rows are one share of the data; count on the stated rates, not on these rows.
